Compound activity from PubChem BioAssay.
ABCB1 block – blocks JC-1 efflux by human ABCB1 transporter; P08183; CCRF-Adr cells, flow cytometry; inhibition, % at 6.6 µM; 190,000 tested, 0.067% active; in the data active = inhibition above about 40%;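 note: 0% = vehicle and 100% = reference inhibitor; higher value means more JC-1 retained so stronger ABCB1 efflux block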
Rab2A wt mod – changes GTP binding to wildtype dog Rab2A, up or down; 190,000 tested, 0.19% active; GST-Rab2 wt beads, Bodipy-GTP binding, flow cytometry; P61105; GTP binding activity, % at 10 µM; AID 760;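 active = GTP binding activity at least 20 points away from 100%, either lowered or raised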;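 note: 0% = beads with excess unlabeled GTP and 100% = no-compound control corrected for plate trend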
Cdc42 wt – changes GTP binding to wildtype human Cdc42 | percent activity (GTP binding), % at 10 µM | 190,000 tested, 0.2% active | P60953 | GST-Cdc42 beads, Bodipy-GTP binding, flow cytometry; actives lie on both sides | AID 761;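 active = percent activity GTP binding at least 20 points away from the 100% baseline, either down as inhibitor or up as activator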;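 note: median bead fluorescence of bound Bodipy-FL-GTP at 100 nM; 0% = excess unlabeled GTP control and 100% = no compound control; below 100% means less GTP binding so inhibitor and above means activator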
Target sequence (P60953 whole entry, looked up): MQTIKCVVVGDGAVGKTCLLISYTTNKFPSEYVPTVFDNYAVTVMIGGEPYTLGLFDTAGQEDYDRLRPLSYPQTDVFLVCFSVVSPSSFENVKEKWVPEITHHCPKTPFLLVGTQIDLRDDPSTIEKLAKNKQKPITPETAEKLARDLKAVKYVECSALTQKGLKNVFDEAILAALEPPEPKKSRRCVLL
ABCG2 block – inhibitors of human ABCG2 transporter, ABCB1 counter-screen | Q9UNQ0 | IgMXP3 cells, JC-1 efflux, flow cytometry | inhibition, % at 6.6 µM | 190,000 tested, 0.1% active | AID 1325;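 active = inhibition above 80%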;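 note: 0% = DMSO and 100% = nicardipine control wells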
Target sequence (Q9UNQ0 whole entry, looked up): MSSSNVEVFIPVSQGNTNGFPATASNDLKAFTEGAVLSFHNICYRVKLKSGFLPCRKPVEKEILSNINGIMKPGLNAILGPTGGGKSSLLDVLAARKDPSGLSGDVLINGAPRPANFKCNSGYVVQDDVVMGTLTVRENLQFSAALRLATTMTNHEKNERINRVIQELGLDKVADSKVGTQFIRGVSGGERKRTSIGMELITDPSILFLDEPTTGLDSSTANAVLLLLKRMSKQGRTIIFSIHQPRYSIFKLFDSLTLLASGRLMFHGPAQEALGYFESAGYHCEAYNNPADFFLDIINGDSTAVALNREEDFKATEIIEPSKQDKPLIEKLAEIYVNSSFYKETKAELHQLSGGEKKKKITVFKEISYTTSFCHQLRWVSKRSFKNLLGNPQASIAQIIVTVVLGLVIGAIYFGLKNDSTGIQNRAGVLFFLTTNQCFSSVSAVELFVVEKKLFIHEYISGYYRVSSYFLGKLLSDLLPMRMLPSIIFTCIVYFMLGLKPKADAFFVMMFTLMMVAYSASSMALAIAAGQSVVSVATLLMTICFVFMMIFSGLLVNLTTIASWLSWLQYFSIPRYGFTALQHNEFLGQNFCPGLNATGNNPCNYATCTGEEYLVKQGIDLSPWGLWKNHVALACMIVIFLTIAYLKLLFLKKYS
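Test system: ABCG2 IgMXP3 and barcoded ABCB1 CCRF-Adr cell mix; Schedule: cells with compound and JC-1, 10 min at 25 °C, rotating, no wash; Technique: flow cytometry of retained JC-1 fluorescence; Measure: % inhibition of efflux relative to nicardipine and DMSO; Controls: nicardipine high and DMSO low controls.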
GSH bead fluor – GSH bead compound fluorescence profile; 190,000 tested, 0.25% active; AID 1776; fluorescence (KMESF) at 10 µM; GSH beads flow cytometry, compound fluorescence 488/530 nm; stronger effect = higher value; in the data active = fluorescence above about 89;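 note: glutathione beads carrying GST-tagged Bcl family fusion proteins plus one bare bead set; values are compound well signal with DMSO vehicle wells as background; inactives centre near 16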
Pf gamet viab – kills late stage P. falciparum gametocytes; 150,000 tested, 0.065% active; P. falciparum stage V gametocytes, ATP luminescence, 24 h; inhibition, % at 10.9 µM;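 active = inhibition above the mean plus 3 SD of compounds within the control limits, set per campaign, cut at about 38% in these data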;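 note: 0% = DMSO wells and 100% = medium only without gametocytes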
Avidin fluor – avidin bead compound fluorescence profile; Avidin beads, compound fluorescence 488/530 nm, flow cytometry; stronger effect = higher value; fluorescence (KMESF) at 10 µM; 220,000 tested, 0.38% active; AID 1775; in the data active = fluorescence above about 47; note: inactives centre near 10
Rab7 wt modul – alters GTP binding to wildtype dog Rab7 | GTP binding activity (percent of control), % at 10 µM | GST-Rab7 beads, fluorescent GTP binding, flow cytometry; actives lie on both sides; untreated = 100%, excess cold GTP = 0% | AID 758 | 190,000 tested, 0.055% active;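 active = fluorescent GTP binding to Rab7 beads changed by at least 20 points from the 100% baseline, either direction, mostly lower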;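 note: median green fluorescence of bound Bodipy-FL-GTP per Rab7 bead population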
Rac1 wt GTP bind – modulators of human Rac1 wildtype GTP binding; 190,000 tested, 0.27% active; AID 757; GTP binding activity (% of control), % at 10 µM; P63000; GST-Rac1 beads, fluorescent GTP binding, flow cytometry; actives lie on both sides; 0 = cold GTP competed, 100 = untreated;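 active = GTP binding activity at least 20 points away from the 100% control level, either lower or higher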
Rac1 mut GTP – alters GTP binding to activated mutant human Rac1 | P63000 | GST-Rac1 activated beads, fluorescent GTP binding, flow cytometry; actives lie on both sides; 100% means binding = to untreated wells | percent activity (GTP binding), % at 10 µM | 190,000 tested, 0.11% active;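 active = GTP binding at least 20 percentage points away from the 100% baseline, in either direction, so actives lie on both sides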
HRas wt GTP – modulators of GTP binding to human HRas wildtype. P01112. GST-Ras wt beads, Bodipy-FL-GTP binding, flow cytometry; actives lie on both sides. GTP binding activity, % at 10 µM. 190,000 tested, 0.14% active. AID 759;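 active = GTP binding activity at least 20% away from the 100% baseline, either lowered as inhibitor or raised as activator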;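 note: 0% = unlabeled GTP competition control and 100% = no-compound control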
Target sequence (P01112 whole entry, looked up): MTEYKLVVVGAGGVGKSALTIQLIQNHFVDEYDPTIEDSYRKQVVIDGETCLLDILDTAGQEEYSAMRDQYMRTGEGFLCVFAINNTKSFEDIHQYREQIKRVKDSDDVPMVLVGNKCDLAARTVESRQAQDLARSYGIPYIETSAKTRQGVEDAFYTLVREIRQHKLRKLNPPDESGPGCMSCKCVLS
* = called active by the depositor; nt = no result given.

SMILES	ABCB1 block	Rab2A wt mod	Cdc42 wt	ABCG2 block	GSH bead fluor	Pf gamet viab	Avidin fluor	Rab7 wt modul	Rac1 wt GTP bind	Rac1 mut GTP	HRas wt GTP
COc1ccccc1NC(=O)CSc1nc(O)cc(=O)[nH]1	0.0	97.0	99.0	-0.2	10	nt	37	95.0	97.0	96.0	97.0
Clc1ccc(CNc2nc(N3CCOCC3)nc(N3CCOCC3)n2)cc1	1.1	96.0	99.0	5.3	34	nt	10	95.0	98.0	97.0	98.0
CCN(CC)S(=O)(=O)c1ccc(C)c(NC(=O)COC(=O)c2ccc(C)c(S(=O)(=O)N3CCOCC3)c2)c1	-0.3	98.0	98.0	-0.4	18	-12.2	19	95.0	99.0	96.0	95.0
COc1ccc(C(=O)c2c[nH]c(C(=O)NCc3cccnc3)c2)cc1	0.1	102.0	102.0	2.2	36	-21.8	6	98.0	101.0	99.0	98.0
CCCCNC(=S)Nc1cccc(C(C)=O)c1	-1.8	100.0	102.0	5.1	20	5.1	12	95.0	105.0	98.0	101.0
COC(=O)C(C)(C(=O)OC)c1ccc([N+](=O)[O-])cn1	-0.1	99.0	97.0	0.1	14	-22.6	8	104.0	108.0	98.0	102.0
CNS(=O)(=O)c1cccc(C(=O)OCc2cc(C(C)=O)ccc2OC)c1	-0.2	96.0	93.0	1.4	17	-25.3	8	92.0	99.0	95.0	95.0
CCCCN(CC)C(=O)c1ccccc1Oc1ccccc1	0.4	102.0	101.0	2.8	7	-12.4	3	99.0	105.0	103.0	105.0
Cc1ccccc1C(=O)OC1OC(=O)C(Cl)=C1Nc1ccccc1 (stereo not given)	0.6	98.0	100.0	3.3	18	-0.7	5	98.0	101.0	98.0	97.0
O=C(Nc1ccc(S(=O)(=O)N2CCOCC2)cc1)C1CCCCC1	1.1	102.0	102.0	5.4	67	nt	7	98.0	108.0	101.0	102.0
COc1ccc(CNC(=O)c2cccnc2SC)cc1OC	1.0	99.0	98.0	6.2	13	12.1	18	100.0	101.0	96.0	98.0
O=C(NC1=NCCS1)c1sc2cc(F)ccc2c1Cl	-0.8	96.0	99.0	76.2	5	nt	16	97.0	103.0	98.0	96.0
Cc1cc(-c2csc(NC(=O)c3ccc(=O)[nH]c3)n2)c(C)n1Cc1ccccc1	0.3	97.0	99.0	0.0	18	-12.8	10	94.0	101.0	95.0	98.0
Cn1c(NC(=O)/C=C/c2ccccc2)cc(=O)n(C)c1=O	0.3	99.0	101.0	1.5	11	23.4	11	100.0	100.0	100.0	100.0
COC(=O)[C@H](C)NC(=O)Nc1ccc(S(N)(=O)=O)cc1	0.8	104.0	103.0	1.6	21	nt	14	95.0	102.0	100.0	104.0
COc1ccc(OCC(=O)N2CCN(C(=O)c3ccco3)CC2)cc1	-1.7	102.0	106.0	26.5	36	nt	15	103.0	108.0	100.0	103.0
CC(C)C1COC(c2cccc3ccccc23)=N1 (stereo not given)	1.6	101.0	105.0	4.5	18	nt	10	101.0	105.0	98.0	101.0
CSc1nc(N2CCOCC2)c2c(c1C#N)CC(C)(C)OC2	0.4	104.0	105.0	1.5	15	nt	6	102.0	109.0	102.0	104.0
COCCn1c(N)c(N(Cc2ccccc2)C(=O)c2cc3ccccc3o2)c(=O)[nH]c1=O	-0.3	97.0	98.0	-0.2	14	10.0	9	94.0	95.0	97.0	96.0
CN1CCN(S(=O)(=O)c2ccc(NC(=O)c3ccco3)cc2)CC1	0.4	100.0	102.0	3.3	11	nt	10	100.0	100.0	100.0	101.0
Cc1cc(C)cc(-c2nc(-c3ccncc3)no2)c1	0.4	95.0	96.0	3.4	25	nt	8	96.0	97.0	96.0	95.0
COc1ccccc1N1CCN(CCCNC(=O)Nc2ccccc2)CC1	4.4	103.0	102.0	24.9	24	-1.9	29	100.0	107.0	101.0	103.0
CC1CN(C)C(C)C/C1=N/Oc1ccccc1[N+](=O)[O-] (stereo not given)	0.5	98.0	99.0	2.6	12	15.6	11	99.0	102.0	102.0	98.0
O=C(CSc1nnc(-c2cccc(S(=O)(=O)N3CCOCC3)c2)n1C1CCCCCC1)NCc1ccccc1	1.4	98.0	103.0	4.9	11	-0.6	25	101.0	106.0	99.0	103.0
CCOC(=O)C1=C(c2ccccc2)Nc2c(c(=O)n(C)c(=O)n2C)C1c1ccc(O)c(OC)c1 (stereo not given)	1.6	99.0	102.0	11.3	16	-2.6	30	100.0	107.0	101.0	102.0
Cc1ccc(N2C(N)=NC(N)=NC2(C)C)c(C)c1	1.1	102.0	107.0	10.5	23	12.2	35	99.0	109.0	100.0	102.0
OCC1(CCOc2ccccc2)CCN(C2Cc3ccccc3C2)CC1	1.5	97.0	94.0	1.1	10	1.5	3	95.0	97.0	93.0	94.0
CCOC(=O)CCC(=O)Nc1cccc([N+](=O)[O-])c1	0.9	102.0	103.0	12.7	7	nt	1	100.0	103.0	101.0	101.0
CCOC(=O)c1c(NC(=O)COC(=O)Cn2cnc3ccccc32)sc(C)c1C	-0.4	101.0	99.0	22.6	13	nt	3	98.0	104.0	98.0	99.0
O=C(CC1SC(=O)N(Cc2ccc(Cl)cc2)C1=O)Nc1nccs1 (stereo not given)	1.1	97.0	104.0	3.6	12	-0.5	11	102.0	104.0	99.0	100.0
COC(=O)Cn1cc(/C=C(/C#N)C(=O)N2CCOCC2)c2ccccc21	0.5	99.0	96.0	1.9	26	nt	10	102.0	98.0	94.0	99.0
CCC(=O)NC(=S)Nc1ccc(NC(=O)c2ccc(OC)cc2)cc1	-0.3	100.0	104.0	-0.9	10	-25.2	7	103.0	105.0	99.0	102.0
NC(=O)C(CC(=O)O)NC(=O)[C@@H]1CCCCNc2c(I)cc([N+](=O)[O-])cc2C(=O)N[C@@H](CO)C(=O)NCC(=O)N1 (stereo not given in full)	-0.8	92.0	92.0	0.0	16	nt	10	91.0	95.0	96.0	92.0
Cc1ccc2nc(-c3cccs3)oc(=O)c2c1	0.6	94.0	96.0	2.0	14	7.5	10	89.0	96.0	94.0	94.0
S=C(NCC1CCCO1)N1CCN(Cc2ccccc2Cl)CC1 (stereo not given)	0.7	97.0	99.0	3.7	26	nt	9	97.0	102.0	98.0	97.0
Cc1ccc(NC2CC(=O)N(c3cccc([N+](=O)[O-])c3)C2=O)cc1 (stereo not given)	0.6	93.0	97.0	18.9	15	-23.9	9	98.0	98.0	95.0	95.0
COc1ccc(N2CCN(C(=S)NCc3ccccc3)CC2)cc1	0.1	94.0	97.0	8.2	18	2.2	11	95.0	100.0	97.0	94.0
CCCCNC(=O)CC1S/C(=N/N=C/c2ccc(OC)cc2)NC1=O (stereo not given)	-0.2	95.0	94.0	6.1	20	-0.9	6	102.0	96.0	93.0	95.0
COc1ccc(-c2csc3nc(-c4cccnc4)nc(N4CCC(C(N)=O)CC4)c23)cc1OC	0.7	101.0	102.0	-0.4	5	6.2	2	98.0	103.0	103.0	101.0
CCOC(=O)C(C)Sc1nc(C2CC2)cc(C(F)(F)F)c1C#N (stereo not given)	0.5	96.0	98.0	3.8	13	nt	22	95.0	98.0	98.0	97.0
CC(=O)C1=C(c2ccccc2)NC(=O)NC1c1ccccc1OCC(=O)NCc1ccccc1 (stereo not given)	0.4	99.0	99.0	2.3	11	nt	5	97.0	102.0	99.0	100.0
CC1CCN(C(=O)CCNS(=O)(=O)c2ccccc2)CC1	1.7	103.0	101.0	28.8	29	-5.0	12	102.0	104.0	100.0	102.0
CN(C)CCSc1nc(N)c2c3c(sc2n1)CN(C)CC3	-0.1	95.0	98.0	-0.3	11	nt	32	96.0	97.0	97.0	97.0
CCOc1ccc(NC(=O)CC2C(=O)N(c3ccccc3)C(=S)N2Cc2ccccn2)cc1 (stereo not given)	0.8	95.0	98.0	3.5	9	11.1	10	96.0	100.0	97.0	100.0
CC(=O)Nc1nc(C(=O)O)cs1	0.6	92.0	91.0	0.0	12	2.1	16	96.0	92.0	93.0	90.0
CCCCn1c(SCC(=O)Nc2nnc(C)s2)nc2c1c(=O)n(C)c(=O)n2C	0.2	101.0	102.0	3.9	12	-2.1	8	100.0	103.0	100.0	100.0
Nc1cccc([N+](=O)[O-])c1	0.7	95.0	93.0	2.0	10	8.6	10	91.0	93.0	94.0	91.0
Cc1ccc(C(=O)N/C(=C\c2ccc3c(c2)OCO3)C(=O)Nc2ccc(C(=O)O)cc2)cc1	-0.1	93.0	94.0	1.0	11	nt	11	91.0	100.0	95.0	96.0
Cc1cccc(N2CCN(C(=O)c3ccccn3)CC2C)c1 (stereo not given)	-0.1	96.0	96.0	-0.5	11	-6.4	24	97.0	98.0	95.0	96.0
CCn1cc(C(=O)NCC2CCCO2)c2cc(OC)c(OC)cc2c1=O (stereo not given)	0.3	104.0	102.0	1.6	25	nt	13	103.0	101.0	102.0	105.0
Cc1ccc(-n2cccn2)c(CN2CCC(CO)(CCc3ccccc3)CC2)c1	2.0	96.0	98.0	3.7	19	-3.1	14	99.0	97.0	96.0	97.0
O=c1/c(=C\c2ccc(F)cc2)sc2n1CCCN=2	0.6	99.0	100.0	5.2	18	-9.0	12	100.0	99.0	98.0	98.0
CCCCc1cc(=O)oc2cc(OCc3nn[nH]n3)c(Cl)cc12	0.1	97.0	97.0	0.2	30	2.4	7	99.0	96.0	95.0	97.0
O=C(N/C=N/O)C1=NOC(CNc2ncc(C(F)(F)F)cc2Cl)C1 (stereo not given)	0.6	94.0	102.0	2.7	9	nt	14	92.0	101.0	99.0	100.0
Cc1cccc(C(=O)Nc2c(C#N)c(C)c(C)n2Cc2ccccc2)c1	0.6	101.0	99.0	2.8	12	10.6	36	98.0	105.0	99.0	101.0
COc1cc(NC(=O)COC(=O)CC(C)(C)C)c(C)cc1[N+](=O)[O-]	0.6	104.0	105.0	7.7	13	-6.2	11	102.0	103.0	102.0	103.0
CN(C)CCCn1c(-c2ccccc2)nc(=S)c2c1CCCC2	4.5	104.0	105.0	6.8	36	-3.5	14	109.0	107.0	101.0	105.0
O=C(CNCc1ccccc1)Nc1ccccc1-c1ccccc1	1.1	101.0	100.0	2.3	5	nt	14	101.0	103.0	100.0	103.0
